IMPase Li inh = cell-permeable IMPase inhibitors with lithium potentiation | CHO-M1 cells, IP1 TR-FRET (IP-One), carbachol + lithium | hit rate 0.35% among 210,000 | Potency, µM (series often up to 59.4 µM), inactives show at the highest dose activity, negative = IMPase inhibition, usual class: inhibitors;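 also: IP1 builds up when IMPase is blocked and the TR-FRET signal falls; potency is read from the fitted curve at half-maximal effect; plate controls were basal vehicle for no effect and high inhibitor control for full effect; nearly all actives have a fitted effect of over 50% in size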
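CHO-M1, 2000 cells/well, 16–30 h culture; cpd + low Li+, 30 min 37C; lysis with d2-IP1/Eu-anti-IP1 Ab, 10 min RT; TR-FRET 665/620 ratio and 620 channel; AC50 via Hill.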
L3MBTL1 block = blocks human L3MBTL1. Q9Y468. AlphaScreen L3MBTL1–H3K9me1 peptide binding. Potency, µM (titrated, usually from 57.1 µM), without a hit: at the top dose activity, negative = inhibition, usual class: inhibitors. hit rate 0.66% among 230,000; also: potency is read from the fitted curve at half-maximal effect; % is scaled to controls: 0 for no effect and ±100 for the full control effect; nearly all actives have a fitted effect of over 60% in size
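Displacement of a biotinylated histone H3(1-15) peptide monomethylated at Lys9 (75 nM) from L3MBTL1 (50 nM) was measured by AlphaScreen after a 30 min room-temperature compound incubation; cefsulodin titration served as intraplate control.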
HttQ103 aggreg = inhibitors of mutant huntingtin aggregate formation in PC12 cells. hit rate 1.1% among 220,000. AID 1688. PC12 HttQ103-GFP aggregates, Acumen cytometry, 40 h. Potency, µM (doses to about 46.1 µM), without a hit: at the top dose activity change, negative = inhibition, usual class: inhibitors; also: potency is read from the fitted curve at half-maximal effect; % is scaled to controls: 0 for no effect and ±100 for the full control effect; nearly all actives have a fitted effect of over 60% in size
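PC12 cells stably carrying ecdysone-inducible HTT exon 1 Q103–GFP were induced with tebufenozide (100 nM final) and treated with library compounds in titration. GFP aggregates in lysates were counted by laser scanning cytometry.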
Epigenetic reg = epigenetic control regulation, reporter derepression | murine LDR cells, GFP reporter derepression, 30 h | Potency, µM (series often up to 53.9 µM), without a hit: top-dose GFP activation, actives largely listed as activators | hit rate 0.2% among 280,000 | AID 1865; also: potency is read from the fitted curve at half-maximal effect; % of control where 0% means no effect; nearly all actives have a fitted effect of over 60% in size
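Derepression of a silenced CMV-GFP reporter in murine LDR cells is scored by enumerating GFP-positive cells with a laser-scanning microplate cytometer after 30 hours of treatment at 37 C.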
Luc counter = blocks Kinase-Glo luciferase, a counter-screen artifact. Potency, µM (highest dose often 38.3 µM), inactives show at the top dose activity change, negative = inhibition, hits mostly inhibitors. hit rate 0.28% among 200,000. Q27757. Kinase-Glo luciferase, ATP luminescence, 8 min; also: potency is read from the fitted curve at half-maximal effect; % is scaled to controls: 0 for no effect and ±100 for the full control effect; nearly all actives have a fitted effect of over 60% in size
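Kinase-Glo luciferase light output from ATP and luciferin was measured with 10 uM ATP, within the enzyme's linear range. Buffer: 50 mM imidazole pH 7.2, 50 mM KCl, 7 mM MgCl2, 0.01% Tween 20, 0.05% BSA; luminescence read after 8 min at ambient temperature.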
CBFb-RUNX1 inh = inhibitors of human CBF-beta and RUNX1 interaction | Q01196+Q13951 | AlphaScreen CBFb-His/RUNX1-biotin binding, biochemical | 230,000 tested, under 10 active | Potency, µM (titrated, usually from 59.8 µM), for the others: at the highest dose activity, negative = inhibition, actives largely listed as inhibitors | AID 1477; also: % of control where 0% means no effect
Target sequence (Q01196 whole entry, looked up): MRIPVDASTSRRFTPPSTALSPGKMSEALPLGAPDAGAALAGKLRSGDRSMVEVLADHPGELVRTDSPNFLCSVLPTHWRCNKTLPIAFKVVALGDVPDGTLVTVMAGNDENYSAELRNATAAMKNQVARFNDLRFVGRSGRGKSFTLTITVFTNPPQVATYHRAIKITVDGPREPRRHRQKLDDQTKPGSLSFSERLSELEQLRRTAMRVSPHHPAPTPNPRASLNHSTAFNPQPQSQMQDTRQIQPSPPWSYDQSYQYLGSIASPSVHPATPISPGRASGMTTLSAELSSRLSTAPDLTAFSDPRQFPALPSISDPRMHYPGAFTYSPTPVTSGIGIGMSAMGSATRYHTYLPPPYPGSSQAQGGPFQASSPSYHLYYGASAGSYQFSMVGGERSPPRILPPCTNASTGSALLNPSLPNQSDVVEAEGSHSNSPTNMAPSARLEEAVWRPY
Target sequence (Q13951 whole entry, looked up): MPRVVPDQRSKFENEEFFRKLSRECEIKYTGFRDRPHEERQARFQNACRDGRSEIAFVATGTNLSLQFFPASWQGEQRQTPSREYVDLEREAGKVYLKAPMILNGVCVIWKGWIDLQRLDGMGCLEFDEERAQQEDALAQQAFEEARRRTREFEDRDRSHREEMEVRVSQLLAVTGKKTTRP
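Room-temperature protein-protein interaction test with 30 nM each of His-tagged CBF-beta and biotinylated RUNX1, 15 min with compound, then 90 min with nickel plus streptavidin beads. Signal read in AlphaScreen mode.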
NPSR antag = blocks cAMP signaling of the human neuropeptide S receptor. CHO-NPSR cells, cAMP TR-FRET, antagonist mode. Potency, µM (top dose mostly 38.3 µM), without a hit: at the top dose activity change, negative = inhibition, actives largely listed as inhibitors. hit rate 1% among 220,000. AID 1461; also: potency is read from the fitted curve at half-maximal effect; % is scaled to controls: 0 for no effect and ±100 for the full control effect; nearly all actives have a fitted effect of over 50% in size; many of its hits are not listed in these tables
Target sequence (Q6W5P4 whole entry, looked up): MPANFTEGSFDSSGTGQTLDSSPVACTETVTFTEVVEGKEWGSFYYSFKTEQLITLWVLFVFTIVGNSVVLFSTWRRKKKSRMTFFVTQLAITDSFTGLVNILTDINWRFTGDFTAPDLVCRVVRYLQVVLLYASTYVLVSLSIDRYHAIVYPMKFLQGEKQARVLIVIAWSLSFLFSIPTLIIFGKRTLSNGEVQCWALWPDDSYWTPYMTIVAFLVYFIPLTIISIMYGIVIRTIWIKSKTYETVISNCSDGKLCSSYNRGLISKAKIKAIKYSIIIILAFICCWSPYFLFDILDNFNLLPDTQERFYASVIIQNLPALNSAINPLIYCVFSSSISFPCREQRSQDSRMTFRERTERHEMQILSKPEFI
Active calls of the source: *; ? = inconclusive; · = no result given; [ ] = remark or other dose. Calls follow the shape of the dose curve; as a rule, active = well fitted curve in the direction sought with a large enough effect; inconclusive = small, poorly fitted or top-dose-only effect, or another doubt; inactive = no such curve, though single readings can be large; an effect the other way counts as inactive or inconclusive. The list is partial; the hit share may differ from the screen's.

SMILES	IMPase Li inh	L3MBTL1 block	HttQ103 aggreg	Epigenetic reg	Luc counter	CBFb-RUNX1 inh	NPSR antag
Cc1cccn2c(=O)c(/C=C(\C#N)S(=O)(=O)c3ccccc3)c(N3CCCCC3)nc12	·	-14%	1%[9.22 µM]	0.1%	·	-3%	?
O=C(Nc1ccnc(-c2cccnc2)n1)c1cccc(Cl)c1Cl	16%[38.3 µM]	-3%	-13%	0.0%	-4%	0%	-17%[46.1 µM]
CCOC(=O)C1(CCOc2ccccc2)CCN(Cc2cc(OC)c3c(c2)OCO3)CC1	18%	-12%	-4%[9.22 µM]	-1.2%	·	-4%	39%
COc1ccccc1NC(=S)N(Cc1ccccn1)Cc1ccccc1Cl	8%	·	4%	2.6%	0%	-2%	?
O=c1[nH]c(N2CCN(Cc3ccc4c(c3)OCO4)CC2)nc2c1CCCC2	6%	-1%	7%	-1.5%	-2%	24%	2%
CC(C)c1cc(C(F)(F)F)n2nc(C(=O)Nc3ccc4c(c3)OCO4)cc2n1	8%[38.3 µM]	2%	1%	-1.3%	4%	16%	-3%[46.1 µM]
O=C(Cn1cnc(Cl)c1Cl)c1ccc(F)cc1	13%	-15%	-11%	-1.0%	-2%	-21%	-7%
COc1cc(/C=N/NC(N)=O)cc([N+](=O)[O-])c1O	33%[activator]	-24%	2%	2.1%	?	-16%	-27%
CCOC(=O)c1sc(NC(=O)CN2C(=O)NC3(CCCCCCC3)C2=O)c(C(=O)OCC)c1C	·	·	-17%[9.22 µM]	-1.1%	·	4%	-36%
Cc1ccccc1Nc1c(F)c(F)c(F)c(F)c1C(=O)O	-7%	·	2%	2.2%	-4%	-5%	-11%
CCCNC(=O)c1ccc2c(=O)c(O)c(-c3ccc(C)cc3)[nH]c2c1	·	·	-1%[9.22 µM]	6.1%	·	13%	0%
O=C(Nc1ccccn1)c1ccc(=O)[nH]n1	21%[38.3 µM]	-1%	-2%	-1.1%	-2%	-1%	-2%[46.1 µM]
O=c1cc(CN2CCN(Cc3ccccc3)CC2)c2cc(Cl)ccc2o1	·	-1%	19%	-7.2%	·	-1%	-15%[46.1 µM]
Cc1ccc(C)c(C(=O)O/N=C(\N)c2ccc(Br)cc2)c1	4%[38.3 µM]	·	5%	0.1%	-4%	3%	-9%[46.1 µM]
S=C(NCCSCc1ccccc1Cl)Nc1ccccc1	11%[38.3 µM]	-7%	?	0.0%	-2%	2%	-6%[46.1 µM]
O=C(NCc1ccc2c(c1)OCO2)c1ccco1	11%	-13%	-18%	0.0%	2%	-3%	2%
CC(C)(C)c1nnc(N/N=C/c2ccccc2O)n(N)c1=O	4%	16µM*	?	3.3%	-2%	·	14%
COc1cccc(N2CCN(c3ncnc4c3cnn4-c3ccc(C)cc3C)CC2)c1	30%[activator][38.3 µM]	-27%	22µM*	0.7%	2%	-18%	10µM*
Cn1c(SCc2ccc(Cl)cc2)nnc1-c1ccc2nonc2c1	·	10%	-4%[9.22 µM]	1.4%	·	7%	3%[7.67 µM]
COc1ccccc1NC(=O)C1=C(C)Nc2nc(CCCO)nn2C1c1ccc2c(c1)OCO2 (stereo unspecified)	26%[38.3 µM]	-1%[11.4 µM]	19%	-0.9%	-1%	4%	-7%[46.1 µM]
CCCSc1cc(N2CCOCC2)nc(-c2ccccc2Cl)n1	50%[activator][38.3 µM]	·	?	0.0%	15%	23%	-11%[46.1 µM]
CC(C)(C)C(=O)NC(NC(=S)Nc1ccc(S(N)(=O)=O)cc1)C(Cl)(Cl)Cl (stereo unspecified)	6%	1%	20%	-0.1%	0%	-4%	15%
COc1ccc(CCNC(=S)Nc2cccc3ccccc23)cc1	0%	-6%	3%	-1.3%	1%	-18%	-7%
Cc1cccc(N(C)S(=O)(=O)c2ccc3[nH]c(=O)c(=O)[nH]c3c2)c1	-17%[38.3 µM]	-2%	-20%	-1.1%	-3%	5%	-4%[46.1 µM]

In the list so far, these have two or more sulfur atoms:
SMILES	IMPase Li inh	L3MBTL1 block	HttQ103 aggreg	Epigenetic reg	Luc counter	CBFb-RUNX1 inh	NPSR antag
S=C(NCCSCc1ccccc1Cl)Nc1ccccc1	11%[38.3 µM]	-7%	?	0.0%	-2%	2%	-6%[46.1 µM]
CC(C)(C)C(=O)NC(NC(=S)Nc1ccc(S(N)(=O)=O)cc1)C(Cl)(Cl)Cl (stereo unspecified)	6%	1%	20%	-0.1%	0%	-4%	15%

(more compounds)
SMILES	IMPase Li inh	L3MBTL1 block	HttQ103 aggreg	Epigenetic reg	Luc counter	CBFb-RUNX1 inh	NPSR antag
OCCC1CN(Cc2ccsc2)CCN1C1CCCC1 (stereo unspecified)	16%	6%	-4%[9.22 µM]	7.5%	2%	5%	-19%
S=c1[nH]nc(-c2cc(-c3ccco3)[nH]n2)n1-c1cccc2ccccc12	-2%[38.3 µM]	?	26%	-1.0%	1%	-10%	-28%[46.1 µM]
Cn1c(=S)n(C)c2ccccc21	-10%	-8%	6%	-2.5%	4%	0%	30%
O=C(/C=C/c1cccc([N+](=O)[O-])c1)NCCSCc1ccco1	-2%	-1%	6%	0.8%	-1%	1%	-4%
O=S(=O)(NCC(O)c1ccccc1)c1ccc(-c2ccccn2)s1 (stereo unspecified)	·	-7%	-13%[9.22 µM]	-1.6%	·	3%	-4%
COc1ccc(/C=N/NC(=O)C(=O)NCC2CCCO2)cc1 (stereo unspecified)	7%	2%	0%	0.0%	-2%	12%	20%
CC(C)NC(=O)C(Cc1ccccc1)N1C(=O)c2ccccc2C1=O (stereo unspecified)	-3%	6%	-14%	0.0%	2%	12%	0%[46.1 µM]
COc1ccc(S(=O)(=O)NNC(=O)c2ccc(-n3c(C)ccc3C)cc2)cc1	·	-9%	24%[9.22 µM]	2.9%	·	-12%	7%
CCCCc1ccc(NC(=S)NCCO)cc1	-4%	1%	3%	-1.3%	0%	-4%	13%
Cc1ccccc1C(=O)OCCN1CCOCC1	5%	4%	-3%	-0.9%	-3%	6%	9%
CN(C)C(=O)C1C2NC(=S)N(c3cccc(Cl)c3)C1(C)Oc1ccc(Cl)cc12 (stereo unspecified)	3%	·	-28%	0.0%	·	-14%	-4%
N/C(=N\OC(=O)c1cc([N+](=O)[O-])ccc1Cl)c1cccnc1	·	·	-23%[9.22 µM]	6.2%	·	19%	0%

Ordered by formula weight (rising): some entries from above.
SMILES	IMPase Li inh	L3MBTL1 block	HttQ103 aggreg	Epigenetic reg	Luc counter	CBFb-RUNX1 inh	NPSR antag
Cn1c(=S)n(C)c2ccccc21	-10%	-8%	6%	-2.5%	4%	0%	30%
CCCCc1ccc(NC(=S)NCCO)cc1	-4%	1%	3%	-1.3%	0%	-4%	13%
S=c1[nH]nc(-c2cc(-c3ccco3)[nH]n2)n1-c1cccc2ccccc12	-2%[38.3 µM]	?	26%	-1.0%	1%	-10%	-28%[46.1 µM]
COc1ccc(S(=O)(=O)NNC(=O)c2ccc(-n3c(C)ccc3C)cc2)cc1	·	-9%	24%[9.22 µM]	2.9%	·	-12%	7%
CN(C)C(=O)C1C2NC(=S)N(c3cccc(Cl)c3)C1(C)Oc1ccc(Cl)cc12 (stereo unspecified)	3%	·	-28%	0.0%	·	-14%	-4%

Next part
SMILES	IMPase Li inh	L3MBTL1 block	HttQ103 aggreg	Epigenetic reg	Luc counter	CBFb-RUNX1 inh	NPSR antag
CN(C)c1ncnc2c1NC1=C(S2)C(=NCCCC(=O)O)CC(C)(C)C1	46%[activator][38.3 µM]	3%	18%	-0.6%	-2%	-2%	?
Cc1ccc(S(=O)(=O)N2CCN(Cc3ccccn3)CC2)cc1	19%	-3%	28%[9.22 µM]	0.0%	-2%	-5%	-23%
Cc1ccc(S(=O)(=O)NNC(=O)c2sc3nc(C)cc(C)c3c2-n2cccc2)cc1	25%[38.3 µM]	7%	0%	-1.2%	0%	10%	-21%[46.1 µM]
CCC1=NNc2cccc3c(OC)ccc1c23	31%[activator][38.3 µM]	·	0%[9.22 µM]	0.0%	-21%	·	-9%[46.1 µM]
COc1cc(/C=N\n2nnnc2N)ccc1OCc1ccc(F)cc1	-2%[38.3 µM]	1%	14%	-4.4%	-1%	2%	?
CCn1c(CNC(=O)COC)nc2ccccc21	15%[38.3 µM]	4%	-8%	0.0%	1%	6%	-10%[46.1 µM]
Cc1ccc2cc(CN(CCCO)S(=O)(=O)c3cccc4nsnc34)c(=O)[nH]c2c1	21%[38.3 µM]	·	-8%	-1.0%	-5%	-1%	-8%[46.1 µM]
CCN(CC)S(=O)(=O)c1ccc(NC=C(C#N)C#N)cc1	·	·	-28%[9.22 µM]	-1.8%	·	4%	-5%
C=CCN1C(=O)C(O)(CC(=O)c2ccc(Cl)cc2)c2ccccc21 (stereo unspecified)	23%[38.3 µM]	-7%	-20%	1.7%	-1%	-1%	-9%[46.1 µM]
COC(=O)c1cccc(NC(=O)C2C3CCC(C3)C2C(=O)O)c1 (stereo unspecified)	1%[38.3 µM]	-32%	-8%	-2.8%	3%	2%	-4%[46.1 µM]
CCOC(=O)c1cnc2ccc(C)cn2c1=O	·	13%	0%[9.22 µM]	4.1%	·	1%	4%[7.67 µM]
COc1ccc(C)cc1NC(=O)CNc1ccc(C(C)=O)cc1	-2%	-4%	-10%	-1.6%	1%	-7%	0%
Cc1ncsc1CCOC(=O)c1ccc(N2CCOCC2)c([N+](=O)[O-])c1	3%	·	16%	1.1%	-2%	-12%	24%
COc1ccccc1N=Nc1[nH]c2ccc(C)cc2c1O	2%	-10%	1%	1.9%	-1%	-13%	1%
CCNC(=O)n1nccc1C(C)Oc1ccccc1 (stereo unspecified)	3%[38.3 µM]	3%	-7%	0.0%	-4%	-1%	-14%[46.1 µM]
O=C(CCN1CCN(c2ccccc2)CC1)Nc1ccccc1F	20%[38.3 µM]	26%[11.4 µM]	2%	1.0%	0%	5%	-2%[46.1 µM]
CCOc1ccccc1N1CC(O)=C(c2nc3ccccc3s2)C1=N	29%[38.3 µM]	-13%	?	0.0%	-6%	-1%	?
O=C(NCCN1C(=O)S/C(=C\c2cccs2)C1=O)[C@H](Cc1ccccc1)N1C(=O)c2ccccc2C1=O	13%	-1%	11%	5.6%	0%	10%	?
Cc1ccc2cc3cc(C(=O)N4CCN(C(=O)c5ccco5)CC4)sc3nc2c1	12%	-9%	20%	-2.2%	2%	-3%	-19%[46.1 µM]
COc1ccc(OC)c(N(CC(=O)Nc2cccc(C(F)(F)F)c2)S(C)(=O)=O)c1	2%	-4%	30%	-4.7%	2%	-3%	-4%
